Assay outcomes from PubChem BioAssay.
OX1R antagonist: blocks the human orexin 1 receptor. CHO/OX1R cells, Fluo-8 calcium fluorescence, orexin A. inhibition, % at 5 µM. 330,000 compounds, 0.43% hits. AID 434989;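 active means inhibition above its plate's threshold, mean inhibition of all tested compounds on the plate plus 3 SD, cut at about 37% in these data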;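 further: 0% = orexin A challenge wells and 100% = SB-334867-A antagonist wells; not every result past the cut was called active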
Target sequence (O43613 whole entry, looked up): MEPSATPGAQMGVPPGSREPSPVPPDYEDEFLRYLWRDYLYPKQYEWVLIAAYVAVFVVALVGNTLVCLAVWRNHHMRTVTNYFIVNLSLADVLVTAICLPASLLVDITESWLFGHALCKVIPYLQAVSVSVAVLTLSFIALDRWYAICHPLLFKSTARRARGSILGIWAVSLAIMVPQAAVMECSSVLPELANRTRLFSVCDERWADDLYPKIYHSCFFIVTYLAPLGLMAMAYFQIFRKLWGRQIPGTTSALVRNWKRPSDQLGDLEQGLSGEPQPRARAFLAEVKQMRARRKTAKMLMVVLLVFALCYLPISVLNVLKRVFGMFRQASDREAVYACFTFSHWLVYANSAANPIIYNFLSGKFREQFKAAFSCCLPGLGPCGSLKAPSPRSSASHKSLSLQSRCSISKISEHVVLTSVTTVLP
CHT PAM: allosteric activators of human choline transporter CHT; CHT-expressing cells, membrane potential dye, choline EC20; active compounds read high; LV-AA mutant CHT in HEK293 cells; AID 488977; 310,000 compounds, 0.49% hits; Q9GZV3; B-score at 10 µM;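 active means initial fluorescence not abnormally high and integrated response B-score, plate-corrected, over 3 SD above library mean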
Target sequence (Q9GZV3 whole entry, looked up): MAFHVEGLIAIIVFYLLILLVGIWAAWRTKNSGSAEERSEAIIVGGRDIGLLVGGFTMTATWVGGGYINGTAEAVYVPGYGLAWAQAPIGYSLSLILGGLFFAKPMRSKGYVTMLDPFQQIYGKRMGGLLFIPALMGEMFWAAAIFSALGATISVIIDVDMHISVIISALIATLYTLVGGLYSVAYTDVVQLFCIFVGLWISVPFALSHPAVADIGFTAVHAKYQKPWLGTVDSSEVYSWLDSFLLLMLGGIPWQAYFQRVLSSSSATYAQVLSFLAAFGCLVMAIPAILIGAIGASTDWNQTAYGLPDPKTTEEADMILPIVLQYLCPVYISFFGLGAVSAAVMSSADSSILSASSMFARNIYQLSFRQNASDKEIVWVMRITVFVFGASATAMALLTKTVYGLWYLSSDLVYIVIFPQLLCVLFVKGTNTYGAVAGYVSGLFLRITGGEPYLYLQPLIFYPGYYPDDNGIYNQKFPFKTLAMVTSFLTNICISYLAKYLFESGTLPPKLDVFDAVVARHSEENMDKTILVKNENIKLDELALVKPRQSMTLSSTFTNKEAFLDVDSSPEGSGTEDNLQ
* marks the source's active call; other numbers are inactive results; i = inactive; nt = not tested or not shown.

SMILES	OX1R antagonist	CHT PAM
O=[N+]([O-])c1cccnc1NCCNc1ncc(C(F)(F)F)cc1Cl	-35	i
O=C(O)CC1(CC(=O)Nc2ccc3ccccc3n2)CCCCC1	-2	i
COc1ccc(CCN2C(=O)CC(N3CCN(S(=O)(=O)c4ccccc4)CC3)C2=O)cc1OC (configuration not stated)	-6	i
N#C/C(=C\c1ccccc1[N+](=O)[O-])C(=O)NC1CCCCC1	-23	i
CC(SC1=NCCS1)C(=O)Nc1nnc(-c2ccc(Cl)cc2)s1 (configuration not stated)	-28	i
COc1ccc(C(=O)OCC(=O)NC2CCCCCCC2)cc1OC	6	nt
Cn1c(=O)c2[nH]c(N=Nc3ccc(N)cc3N)nc2n(C)c1=O	-17	i
COc1ccccc1-c1cn[nH]c1-c1ccc(OCC(=O)NN)cc1O	-6	i
CC1CCCCC12NC(=O)N(CC(=O)Nc1ccc3c(c1)OCCCO3)C2=O (configuration not stated)	-5	nt
Cc1cc2cc(CN(Cc3cccs3)S(=O)(=O)c3ccc4c(c3)OCCO4)c(=O)[nH]c2cc1C	14	i
CCc1nnc(NC(=O)CSc2nc3c(cc2C#N)CCC3)s1	-8	i
CCn1c(S(=O)(=O)O)nc2ccccc21	7	i
C=CCn1c(SCC(=O)c2ccc(O)c(O)c2)nnc1-c1ccc(C)cc1	5	nt
COc1ccccc1-c1noc(-c2ccccc2C(=O)NCc2ccco2)n1	-17	i
O=C(CCCN1CCC(C(=O)c2ccc(F)cc2)CC1)c1ccc(F)cc1	-11	i
COc1ccccc1Oc1cc(C#N)c(C#N)cc1-n1nnc2ccccc21	-6	i
COc1ccc(NC(=S)Nc2ccc(S(N)(=O)=O)cc2)c(OC)c1	-10	i
Cc1ccc(-n2cccn2)c(CN2CCCC(C(=O)c3sccc3C)C2)c1 (configuration not stated)	-15	i
CCc1ccccc1NC(=O)c1ccc(-n2c(C)ccc2C)cc1	1	i
O=C1CCCC2=C1C(c1ccc(O)c(O)c1)c1c(ccc3ncccc13)N2 (configuration not stated)	-11	i
CCOC(=O)c1ccc(NC(=O)CSc2nc(N3CCOCC3)nc(N3CCOCC3)n2)cc1	-23	i
COC(=O)Cc1c(C(=O)OC)nnn1-c1ccc(OC(F)(F)F)cc1	-7	i
CC(C)(C)OC(=O)NCCCCCc1nnc(SCc2cccc(F)c2)o1	-25	8.3*
COc1ccc(C(=O)NCC(=O)N2CCC(C)CC2)cc1OC	-5	i
COc1ccc(OC)c(/C=N/NC(=O)CSc2nnc(C)n2-c2ccccc2)c1	-15	i
COc1cc(/C=C/C(=O)OCC(=O)NC2CC2)cc(OC)c1OC	-7	nt
COc1ccccc1N1CCN(C(=O)CSc2ncccc2-c2nc3ccccc3[nH]2)CC1	-19	i
O=C(NC(=S)Nc1ccc(S(=O)(=O)Nc2nccs2)cc1)c1ccc(F)cc1	-16	i
O=C(Cc1cccs1)N/N=C/C=C\c1ccccc1[N+](=O)[O-]	-4	i
O=C(O)c1ccc2c(c1)C(=O)N(N1C(=O)c3ccccc3C1=O)C2=O	4	i
c1ccc(CNc2ccc(CNc3ncn[nH]3)cc2)cc1	-6	i
COc1ccc(-c2cc(C(=O)N(C)CC(=O)Nc3ccccc3Cl)c3ccccc3n2)cc1OC	-29	i
Nc1nc(-c2ccc(-c3ccccc3)cc2)cs1	1	i
Cc1nc2nc(C)c(NS(=O)(=O)c3cccs3)c(=O)n2[nH]1	-20	i
CN(C)CCNC(=O)c1cccc(NS(=O)(=O)c2ccc(Cl)c(Cl)c2)c1	-15	i
CCCS(=O)(=O)N1CCCC(C(=O)NCCCN(C)Cc2ccccc2)C1 (configuration not stated)	-26	i
COc1cc(C(O)P(=O)(OCCC(C)C)c2ccc(N(C)C)cc2)cc(OC)c1OC (configuration not stated)	-16	i
COc1cccc(CNC(=O)c2cc3oc4ccccc4c3n2C)c1OC	-18	i
O=C(Nc1cc2c3c(c1)CC(=O)N3CCC2)c1c(F)cccc1F	3	i
CC(NC(=O)CCC(=O)c1ccccc1)c1ccc(F)cc1 (configuration not stated)	-14	i
Cc1ccc(C(=O)C(OC(=O)CNS(=O)(=O)c2ccccc2)c2ccccc2)cc1 (configuration not stated)	-25	i
Cn1c(N)c(N=O)c(=O)n(C)c1=O	-17	i
CC(=O)Nc1ccc(NC(=O)C2CC(=O)Nc3ncnn32)cc1 (configuration not stated)	-10	i
O=c1cc(N2CCCCC2)[nH]c(=O)n1C1CCCCC1	-4	i
COc1ccc(CCC(=O)Nc2ccc3c(c2)OCO3)cc1	-19	i
Cc1nc(NCCc2ccc(F)cc2)c(C#N)c(C)c1[N+](=O)[O-]	-29	i
CCN(CC)CCCNC(=S)N(Cc1cccs1)Cc1cc2cc3c(cc2[nH]c1=O)OCCO3	-34	i
CCN1C(=O)C2(SC(NC(C)=O)=NN2C(C)=O)c2cc(C)cc(C)c21 (configuration not stated)	0	i
O=S(=O)(Nc1ccc2c(c1)OCCO2)c1cccc2cccnc12	-13	i
Cc1ccccc1C(=O)NNC(=O)Cc1cccc2ccccc12	0	i
O=C1[C@H](c2ccccc2)[C@@H](c2ccccc2)N1c1ccncc1	-19	nt
CC(NS(=O)(=O)/C=C/c1ccccc1)c1ccccc1 (configuration not stated)	-4	i
CC(=O)c1c(C)[nH]c(C(=O)CSc2ncnc3sc(-c4ccccc4)cc23)c1C	-22	i
Cn1c(SCC(=O)N/N=C/c2ccco2)nc2ccccc21	-5	i
COc1ccc(OC)c2c(=O)cc(C(=O)O)[nH]c12	-9	i
Cc1ccc(F)cc1NC(=O)/C=C/c1ccc(S(=O)(=O)N2CCOCC2)cc1	-9	nt
Cc1c(CCC(=O)O)c(=O)oc2cc3occ(-c4ccc(F)cc4)c3cc12	0	i
O=C(CSc1nnc(NC2CCCCC2)s1)N1CCOCC1	-20	nt
COc1cccc(NC(=O)Cn2c(=O)oc3cc(S(=O)(=O)N4CCCC4)ccc32)c1	0	i
CC(C)CNS(=O)(=O)c1ccc(OCC(=O)NCC2CCCO2)c(Cl)c1 (configuration not stated)	-9	i
Next part.
SMILES	OX1R antagonist	CHT PAM
O=S(=O)(c1ccccc1)n1c(C(O)c2ccccn2)cc2ccccc21 (configuration not stated)	-17	i
COC(=O)c1nc(NC2=NCCCCC2)n[nH]1	-8	i
CS(=O)(=O)N(CC(=O)N1CCN(c2cccc(Cl)c2)CC1)C1CCCCC1	-33	i
COc1ccc(C2C(C(=O)OC3CCCCC3)=C(C)Nc3nnnn32)c(OC)c1OC (configuration not stated)	-30	i
Cc1ccc(NC(=S)N2CCC(NC(=O)c3ccccc3)CC2)cc1	-23	i
Nc1nc(-c2ccc(Oc3ccccc3)cc2)c(CC(=O)O)s1	nt	i
CNC(=S)N(CCc1c(C)[nH]c2ccc(OC)cc12)Cc1ccco1	-27	i
CCOC(=O)C1CCCN(S(=O)(=O)c2ccc(F)c(C(=O)Nc3ccc(F)c(F)c3)c2)C1 (configuration not stated)	22	i
Cc1ccc(C2(c3ccc(C)cc3)NC(=O)N(Cc3c(C)noc3C)C2=O)cc1	-33	i
CCOC(=O)N1CCN(CC(O)COc2cc(C)ccc2C(C)C)CC1 (configuration not stated)	-22	i
COc1cccc(CNC(=O)CSc2ccc(-c3cccs3)nn2)c1	-16	i
CCCN(CC(=O)Nc1ccccc1OC)C(=O)Cn1[nH]c(=O)c2ccccc2c1=O	-22	nt
O=C(COc1ccccc1)N/N=C/c1ccc([N+](=O)[O-])o1	-7	i
COC(=O)c1ccccc1NC(=O)Cn1nnc(-c2ccc(OC)cc2)n1	-19	i
COc1ccc(OC)c(NC(=O)C(C)N2c3cccc4cccc(c34)S2(=O)=O)c1 (configuration not stated)	-12	i

Arranged by SMILES length (low to high): some entries from above.
SMILES	OX1R antagonist	CHT PAM
COC(=O)c1nc(NC2=NCCCCC2)n[nH]1	-8	i
O=C(CSc1nnc(NC2CCCCC2)s1)N1CCOCC1	-20	nt
COc1ccc(OC)c2c(=O)cc(C(=O)O)[nH]c12	-9	i
Cn1c(SCC(=O)N/N=C/c2ccco2)nc2ccccc21	-5	i
COc1cccc(CNC(=O)CSc2ccc(-c3cccs3)nn2)c1	-16	i
CCOC(=O)N1CCN(CC(O)COc2cc(C)ccc2C(C)C)CC1 (configuration not stated)	-22	i
O=C(COc1ccccc1)N/N=C/c1ccc([N+](=O)[O-])o1	-7	i
CNC(=S)N(CCc1c(C)[nH]c2ccc(OC)cc12)Cc1ccco1	-27	i
COC(=O)c1ccccc1NC(=O)Cn1nnc(-c2ccc(OC)cc2)n1	-19	i
CC(C)CNS(=O)(=O)c1ccc(OCC(=O)NCC2CCCO2)c(Cl)c1 (configuration not stated)	-9	i
Cc1c(CCC(=O)O)c(=O)oc2cc3occ(-c4ccc(F)cc4)c3cc12	0	i
CS(=O)(=O)N(CC(=O)N1CCN(c2cccc(Cl)c2)CC1)C1CCCCC1	-33	i
Cc1ccc(F)cc1NC(=O)/C=C/c1ccc(S(=O)(=O)N2CCOCC2)cc1	-9	nt
Cc1ccc(C2(c3ccc(C)cc3)NC(=O)N(Cc3c(C)noc3C)C2=O)cc1	-33	i
COc1ccc(OC)c(NC(=O)C(C)N2c3cccc4cccc(c34)S2(=O)=O)c1 (configuration not stated)	-12	i
COc1cccc(NC(=O)Cn2c(=O)oc3cc(S(=O)(=O)N4CCCC4)ccc32)c1	0	i
CCOC(=O)C1CCCN(S(=O)(=O)c2ccc(F)c(C(=O)Nc3ccc(F)c(F)c3)c2)C1 (configuration not stated)	22	i

The list goes on.
SMILES	OX1R antagonist	CHT PAM
CCN(CC(=O)NC(C)C)C(=O)Cc1ccc(C)c(C)c1	-9	i
C=CCC1CCCC(=O)N2CCCC12 (configuration not stated)	4	nt
COc1ccc(S(=O)(=O)NCC2CCCN(Cc3ccccc3C)C2)cc1 (configuration not stated)	-28	i
COc1ccc2ccccc2c1/C=N/NC(=O)c1cc(C)[nH]n1	-12	i
COc1ccc(CC(=O)Nc2nc3n(n2)C(c2ccccc2)CC(=O)N3)cc1OC (configuration not stated)	4	i
Cn1/c(=N/NC(=O)c2ccccc2F)sc2ccccc21	-14	i
COc1ccc(NC(=O)C(NS(=O)(=O)c2ccc3c(c2)CCCN3C(C)=O)C(C)C)c(OC)c1 (configuration not stated)	-27	i
O=C(NCC1CC1)c1onc(CSc2ccccc2)c1C(=O)NCC1CC1	-36	i
CC(C(=O)NC1CCCC1)N(C(=O)c1ccc(-c2ccccc2)[nH]1)c1ccccc1F (configuration not stated)	-20	i
COC(=O)[C@H](Cc1ccccc1)NC(=O)N1CCN(c2ccccc2)CC1	1	i
Cc1cccc(NC(=O)c2cc(N3C(=O)CCC3=O)ccc2Cl)n1	-2	i
CCN1C(=NCCOC)N[C@@H](c2cccs2)C(C(=O)OC)=C1C	0	i
O=C(c1ccccc1)N1CCN(Cc2ccccc2Br)CC1	-14	i
O=C(NCCCn1ccnc1)Nc1cccc(Cl)c1	6	i
COc1cc(C(C[N+](=O)[O-])c2c(C)[nH]c3ccccc23)cc(OC)c1OC (configuration not stated)	-16	i
COC(=O)c1cc(OCC(=O)NC2CCCc3ccccc32)cc(C(=O)OC)c1 (configuration not stated)	-34	i
COc1ccc(/C=N\NC(=O)c2c(C)nc3ccc(Br)cn23)cc1	-4	i
Cc1ccc(NC(=O)c2ccccc2)cc1OC(=O)c1ccccc1	-11	i
COC(=O)c1scc(C)c1NC(=O)Cc1ccccc1	-19	i
Cc1[nH]c2ccc(-c3nnc(SCC(=O)c4ccccc4F)o3)cc2c1C	-8	i
Cc1cccc(-n2nnnc2SCC(=O)N(CC(C)C)c2c(N)n(CC(C)C)c(=O)[nH]c2=O)c1	-16	i
CCOC(=O)N1CCN(c2ccc(C(C)=O)cc2F)CC1	-4	i
C=CCN1C(=O)/C(=C\c2ccc(Cl)cc2)N=C1SCC(=O)NC1CCCCC1	-17	i
CC1Cc2ccccc2N1C(=O)COC(=O)Cn1cnc2ccccc2c1=O (configuration not stated)	-20	i
CCOC(=O)N1CCN(c2nc(-c3ccco3)cc(C(F)(F)F)n2)CC1	-7	i
CCNc1oc(/C=C/c2ccc(OCC)cc2)nc1C#N	-11	i
CC1=C(C(=O)OC(C)C)C(c2cccnc2)C2=C(CCCC2=O)N1 (configuration not stated)	-31	i
CCc1ccccc1N(CC(=O)NC1CCCCC1)C(=O)CNC(=O)c1ccco1	-26	i
Cc1cccc(Cn2c(CN3CCN(Cc4ccccc4)CC3)nc3c2c(=O)[nH]c(=O)n3C)c1	-21	i
Cc1cc(-c2ccccc2)nc(N(C)NC(=O)c2cccc(C(F)(F)F)c2)c1S(C)(=O)=O	-23	i
Cc1ccc(NC(=O)/C=C/c2cccs2)c([N+](=O)[O-])c1	-16	i
CCc1cccc(CN2CCC(CNC(=O)Nc3ccc(Cl)cc3)CC2)c1	-20	i
COc1ccccc1NC(=O)C1=C(C)NC2=C(C(=O)CC(c3ccc(OC)c(OC)c3)C2)C1c1coc2ccccc2c1=O (configuration not stated)	-27	i
Cc1ccc(-c2nc3sc4c(c3c(=O)n2N)CC(C)(C)OC4)cc1	-15	i
COc1ccc2nc(N(CCN(C)C)C(=O)c3ccc4c(c3)OCCO4)sc2c1	-23	i
CC1CC1C(=O)N1CCN(S(=O)(=O)c2cc(C(F)(F)F)cc(C(F)(F)F)c2)CC1 (configuration not stated)	-17	nt
CN(CCC1CCOCC1)Cc1cn[nH]c1-c1ccc(-c2ccccc2)cc1	-30	i
CCC(=O)N1CCc2cc(OC)c(OC)cc2C1COc1ccc(OC)cc1 (configuration not stated)	-29	i
COc1ccc(OCC(=O)N2N=C(C)CC2(O)C(F)(F)F)cc1 (configuration not stated)	1	i
O=C(O)CC1(CC(=O)Nc2ccccc2Br)CCCC1	3	i
Cc1ccc(CNC(=O)C2CCCN(S(=O)(=O)c3c(C)n[nH]c3C)C2)cc1 (configuration not stated)	-8	i

Compounds were not picked by outcome; about 0.8% have a hit in one of these screens.
